GPR151 ag: activators of human GPR151. PathHunter beta-arrestin GPR151 cells, luminescence. activation, % at 11.2 µM. actives 1% (n = 650,000). AID 1508602; in the data active = activation above about 4.9%;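 also: 0% = median of compound wells and 100% = cells with positive control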
Target sequence (Q8TDV0 whole entry, looked up): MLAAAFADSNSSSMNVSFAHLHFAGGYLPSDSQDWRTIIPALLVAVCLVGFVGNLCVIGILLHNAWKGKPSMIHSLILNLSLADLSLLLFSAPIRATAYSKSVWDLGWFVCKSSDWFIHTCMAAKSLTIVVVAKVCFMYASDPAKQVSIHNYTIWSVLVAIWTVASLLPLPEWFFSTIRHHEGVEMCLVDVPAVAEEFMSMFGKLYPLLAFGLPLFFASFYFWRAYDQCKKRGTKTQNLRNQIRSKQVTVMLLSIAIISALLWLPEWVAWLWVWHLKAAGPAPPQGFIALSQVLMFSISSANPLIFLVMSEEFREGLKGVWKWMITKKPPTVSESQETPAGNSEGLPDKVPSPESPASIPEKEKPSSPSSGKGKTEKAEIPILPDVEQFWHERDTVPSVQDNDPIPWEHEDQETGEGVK
MITF primary: human MITF inhibition, primary screen; AlphaScreen MITF homodimerization, bead proximity signal; inhibition, % at 2.6 µM; actives 0.91% (n = 650,000); AID 1259374; in the data active = inhibition above about 50%;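 also: 0% = vehicle wells with protein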
Target sequence (O75030 whole entry, looked up): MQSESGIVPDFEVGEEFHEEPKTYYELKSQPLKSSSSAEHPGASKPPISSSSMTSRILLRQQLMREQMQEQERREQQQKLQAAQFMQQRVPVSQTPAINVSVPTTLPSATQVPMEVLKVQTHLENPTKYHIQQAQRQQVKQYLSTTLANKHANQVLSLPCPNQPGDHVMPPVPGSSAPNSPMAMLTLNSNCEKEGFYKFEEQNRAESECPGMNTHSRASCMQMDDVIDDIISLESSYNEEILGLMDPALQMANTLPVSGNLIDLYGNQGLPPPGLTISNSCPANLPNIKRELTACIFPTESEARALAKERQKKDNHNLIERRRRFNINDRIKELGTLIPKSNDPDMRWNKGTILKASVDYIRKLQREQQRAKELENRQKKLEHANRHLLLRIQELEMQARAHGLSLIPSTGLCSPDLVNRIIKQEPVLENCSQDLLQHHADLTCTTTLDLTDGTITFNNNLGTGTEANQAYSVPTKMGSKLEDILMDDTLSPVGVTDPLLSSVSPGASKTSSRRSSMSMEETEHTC
FBW7 act: human FBW7 E3 ligase activation, primary screen | AID 1259310 | AlphaScreen FBW7–phospho-cyclin E peptide binding, activator screen | actives 0.13% (n = 650,000) | Q969H0 | normalized activity (activation), % at 26.1 µM; in the data active = normalized activity above about 1.9%;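 also: purified mutant Fbw7 with reduced substrate affinity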
TEAD-YAP block: TEAD-YAP interaction inhibition. HEK-TIYL cells, TEAD-Gal4/YAP UAS-luciferase luminescence. inhibition, % at 9.12 µM. actives 1.4% (n = 640,000); in the data active = inhibition above about 32%;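 also: 0% = median of test compound wells and 100% = reference inhibitor wells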
* marks the source's active call; other numbers are inactive results.

SMILES | GPR151 ag | MITF primary | FBW7 act | TEAD-YAP block
CC(=O)OCCn1c(=N)c(C(=O)NC(C)c2ccccc2)cc2c(=O)n3ccccc3nc21 (stereo not drawn) | -0.3 | -5.5 | 0.2 | -4.3
O=C(NCCc1ccccc1)C1CCN(c2ccc(-c3ccco3)nn2)CC1 | -1.1 | -7.0 | -0.4 | -9.4
Cc1ccc(C(=O)Cn2c(=O)n(Cc3cccnc3)c(=O)c3ncccc32)c(C)c1 | -1.6 | -11.9 | 0.0 | -12.5
O=C(c1cccnc1)n1nc(NCc2ccccc2)nc1NCc1ccccc1 | 1.1 | 2.0 | -0.1 | -2.0
Cn1c(=O)c2c(nc(N3CCN(Cc4ccccc4)CC3)n2Cc2cccc(Br)c2)n(C)c1=O | -1.6 | -5.6 | 0.0 | -14.3
COC(=O)c1cccc(CN2C(=O)C(C)Sc3cc(Cl)c(OC)cc32)c1 (stereo not drawn) | 1.6 | 7.8 | -0.1 | 3.8
O=C(Nc1cc(C(=O)N2CCc3ccccc3C2)ccc1N1CC2CC(C1)c1cccc(=O)n1C2)c1cccs1 (stereo not drawn) | -1.1 | 4.7 | -0.1 | -14.4
O=C1COc2ccccc2N1Cc1cccc(F)c1 | 2.5 | 5.8 | -0.2 | 1.4
CN1CCN(C(=O)C(C)(C)Oc2ccc(Cl)cc2)CC1 | -0.1 | 6.4 | 0.0 | 4.9
CC(C(=O)NC1CCCC1)N1CCN(c2ccccn2)CC1 (stereo not drawn) | 3.2 | -1.8 | 0.1 | 0.7
CCOc1ccc(C(=O)Nc2ccc(-c3nc4ncccc4o3)cc2)cc1Br | -1.3 | 11.9 | 1.7 | 3.5
CN1CCN(c2ccc(-c3cccc(C(=O)NCCCN4CCCC4=O)n3)cc2)CC1 | -0.5 | -0.7 | -0.1 | -3.2
CC(C)CCOc1cccc(OCC(=O)NCC(=O)O)c1 | -1.2 | -7.3 | -0.1 | 5.2
CCOc1ccc(NC(=O)CC2Sc3ccc(C(F)(F)F)cc3NC2=O)cc1 (stereo not drawn) | -0.5 | 2.4 | 0.0 | 8.9
C=CCOc1c(Cl)cc(/C=N/O)cc1OC | 4.7 | -6.5 | -0.1 | -3.7
CC1=C(C(=O)Nc2ccccc2F)C(c2ccsc2)C2=C(CC(C)(C)CC2=O)N1 (stereo not drawn) | 0.0 | -2.7 | 0.1 | 54.7*
O=C(COC(=O)C1=NNC(=O)CC1)NCCC1=CCCCC1 | 0.8 | -2.4 | -0.1 | 7.8
CCOc1cc(/C=C2\C(=O)NC(C)=C2C(=O)OC)ccc1O | 0.0 | 7.5 | -0.2 | 2.0
O=C(NCc1ccc(Cl)cc1)c1cc(-c2cccs2)on1 | -1.1 | 9.2 | 0.2 | -3.6
CCOC(=O)C1=C(COC(=O)CNS(=O)(=O)/C=C/c2ccccc2)NC(=O)NC1C (stereo not drawn) | -0.5 | 13.8 | 0.2 | 0.2
Cc1cccc(-c2nc3ccccc3c(=O)n2CC(=O)Nc2ccc(F)cc2F)c1 | -0.6 | -4.1 | -0.1 | -11.8
CCNC(=O)c1nn(CC2CC2)c2c1CN(Cc1cn(C)c3ccccc13)CC2 | -0.9 | 7.3 | 0.0 | 3.7
COc1ccc(NC(=O)C(=O)c2c(O)[nH]c3ccccc23)cc1OC | 2.7 | 16.2 | 0.4 | -4.0
N/C(=N\OC(=O)N1CCOCC1)c1ccc(I)cc1 | 0.7 | 5.9 | 0.0 | 16.5
O=C(N1CCOCC1)N1CCN(c2cccc(Cl)c2)CC1 | 0.8 | -7.3 | -0.2 | 8.0
Cc1cc2ncn(CC3CCN(C(=O)c4ccccc4Br)CC3)c2cc1C | -0.9 | 37.3 | -0.2 | 40.2*
CCCOc1ccc2c3c(c(=O)oc2c1)CCCC3 | 0.8 | -9.6 | -0.1 | 2.1
CCOC(=O)N1CCN(C(c2ccccc2Cl)c2sc3nc(C)nn3c2O)CC1 (stereo not drawn) | 1.6 | 2.7 | -0.1 | 10.7
O=C1Nc2ccc(S(=O)(=O)NC(Cc3c[nH]c4ccccc34)C(=O)O)c3cccc1c23 (stereo not drawn) | 3.2 | 11.6 | -0.1 | 4.6
COc1ccc2nc(Nc3ncc4c(n3)CC(C)(C)CC4=O)nc(C)c2c1 | 2.5 | 5.4 | 0.0 | 2.9

Reformatted: results already given
Cc1ccc(C(=O)Cn2c(=O)n(Cc3cccnc3)c(=O)c3ncccc32)c(C)c1
  GPR151 ag: -1.6
  MITF primary: -11.9
  FBW7 act: 0.0
  TEAD-YAP block: -12.5
Cc1cccc(-c2nc3ccccc3c(=O)n2CC(=O)Nc2ccc(F)cc2F)c1
  GPR151 ag: -0.6
  MITF primary: -4.1
  FBW7 act: -0.1
  TEAD-YAP block: -11.8

Remaining list, next part
SMILES | GPR151 ag | MITF primary | FBW7 act | TEAD-YAP block
CCOCCCNC(=O)C(=O)Nc1cccc(C)c1C | -0.2 | 13.1 | 0.5 | -11.5
Cc1c(S(=O)(=O)N2CCN(c3cccc(C(F)(F)F)c3)CC2)c(=O)n(C)c(=O)n1C | -1.6 | 22.4 | 0.7 | 6.2
CC(C)(C)C(=O)NC1(C(F)(F)F)N=C(c2ccccc2)NC1=O (stereo not drawn) | -2.7 | 8.3 | 0.3 | -12.8
COc1ccc2c(c1)COC1(CCN(C(=O)c3ccccc3C(=O)O)CC1)O2 | 0.3 | 15.7 | 0.7 | 7.5
COC(=O)c1sccc1NC(=O)Nc1cccc(Cl)c1Cl | -2.0 | 4.2 | 0.1 | 9.7
CCC(Cc1ccccc1)NC(=O)C1CCC(CNc2c(N3CCCC3)c(=O)c2=O)CC1 (stereo not drawn) | 0.3 | 7.7 | 0.1 | 2.1
COC(=O)c1ccccc1S(=O)(=O)N1CCC2(CC1)Nc1ccccc1-n1cccc12 | -0.1 | -10.6 | -0.2 | -0.8
Cc1cc(NC(=O)CSc2nc3cc4c(cc3c(=O)n2CCCC(=O)NCc2ccc3c(c2)OCO3)OCO4)n[nH]1 | -0.6 | 4.2 | -0.1 | 7.6
O=C(Cc1cn(-c2ccc(N3CCOCC3)nn2)c2ccccc12)NCc1ccccc1 | -0.7 | 5.5 | -0.1 | -30.8
O=C(NN1C(=O)CSC1=S)C(=O)NN1C(=O)CSC1=S | 0.9 | 64.0* | -0.2 | -7.0
Cc1cccc2sc(NC(=O)/C=C\C(=O)O)nc12 | 6.8* | 14.3 | 0.2 | 6.3
CC1CN(S(=O)(=O)c2c(Cl)cccc2Cl)CC(C)O1 (stereo not drawn) | -0.1 | 2.8 | 0.0 | 3.0
CS(=O)(=O)C1=NN2C(=N)/C(=C\c3cccc4ccccc34)C(=O)N=C2S1 | -1.8 | 1.1 | 0.0 | -8.5
CCc1ccccc1N(C)C(=O)c1cc2c(=O)oc3ccccc3c2s1 | -0.4 | 1.7 | -0.1 | -0.7
Cc1ccc(OC2CCS(=O)(=O)C2)cc1 (stereo not drawn) | 0.0 | -5.3 | 0.1 | -3.6
CC(C)c1ccc(-c2csc(NC(=O)c3ccc(Br)cc3)n2)cc1 | -1.0 | 11.2 | 0.0 | -11.1
CCCCc1ccc(NC(=O)CSc2nc3[nH]ncc3c(=O)[nH]2)cc1 | 3.3 | 9.6 | 0.2 | 4.5
C/C(=C1/SC(N2CCOCC2)=NC1=O)c1ccc(Br)cc1 | -1.5 | -33.6 | 0.2 | -5.7
CCOc1cc(C2NC(=O)NC(C)=C2C(=O)OC)c(Br)cc1OC (stereo not drawn) | -0.1 | 11.0 | 0.2 | 9.3
CC(C)N(Cc1nc(-c2ccccc2)no1)C(=O)C(C)(C)C | 0.0 | 18.8 | 0.6 | -0.6
O=C(NCCc1ccccc1)c1ccc2nc(-c3ccccc3)c(-c3ccccc3)nc2c1 | 0.1 | 0.1 | -0.1 | -3.9
CCc1nnc2sc(NC(=O)c3cccc(C)c3)nn12 | 1.2 | -18.2 | 0.1 | 0.2
COc1ccc(CNC(=O)CCN2C(=O)C3C4C=CC(C4)C3C2=O)cc1 (stereo not drawn) | -0.6 | 11.1 | 0.0 | 4.8
CC1CN(C(C)C)CCC1CCc1ccc(NC(=O)C2CCCO2)cc1 (stereo not drawn) | 0.0 | 1.1 | 0.0 | -9.2
CC(C)c1ccc(Nc2nc(Cl)nc(Nc3ccc([N+](=O)[O-])cc3)n2)cc1 | 0.5 | 2.8 | 0.0 | 10.6
N#Cc1c(NC(=O)COCc2cc(-c3ccc4c(c3)OCO4)on2)sc2c1CCC2 | 0.9 | -3.4 | -0.1 | -7.3
CCCCCCSc1nnc2c(n1)OC(C)N(C(C)=O)c1ccccc1-2 (stereo not drawn) | 0.7 | 4.1 | -0.1 | -2.2
CCOC(=O)c1sc(N)c(C#N)c1COC(=O)CSc1nnc(-c2ccco2)o1 | 1.4 | 5.8 | -0.1 | -8.5
Cc1sc2nc(C3CCCN(C(=O)c4ccco4)C3)[nH]c(=O)c2c1C (stereo not drawn) | -0.6 | 11.7 | 0.1 | -30.6
COc1ccc(OCC2c3cc(OC)c(OC)cc3CCN2C(=S)Nc2ccccc2C)cc1 (stereo not drawn) | -0.6 | -8.9 | -0.1 | 3.2
CC1CCCN(C(=O)COC(=O)c2ccc(I)cc2)C1 (stereo not drawn) | -0.8 | 0.1 | -0.1 | 13.2
COc1ccc([N+](=O)[O-])cc1-c1ccc(C=C2C(=O)N(C)C(=S)N(C)C2=O)o1 | 0.0 | -3.1 | 0.1 | 4.0
Cc1ccc(-c2nc3ccccc3c(=O)n2NC(=O)/C=C/c2ccc(Br)cc2)cc1C | -0.4 | -1.0 | 0.0 | 1.5
CC(=O)C1=C(O)C(=O)N(CCCN2CCOCC2)C1c1ccc(O)cc1 (stereo not drawn) | 0.5 | -4.9 | 0.1 | -9.4
COc1ccc(CCNC(=O)c2cnc(Nc3ccccn3)s2)cc1 | -0.7 | 9.5 | 0.0 | -2.4
Cc1nc(NCc2ccco2)c2c3c(sc2n1)CCCC3 | -0.5 | 4.5 | 0.1 | -5.7
COc1cc(C2NC(=O)NC(C)=C2C(=O)OC2CCCC2C)ccc1O (stereo not drawn) | -0.1 | 3.8 | -0.2 | -8.0
CCN(CCCNC(=O)CCCOc1cc(=O)n(C)c2ccccc12)c1cccc(C)c1 | 0.7 | 4.0 | -0.1 | 5.5
Cc1ccccc1C(=O)Nc1nc(-c2ccc3c(c2)CCN3S(C)(=O)=O)cs1 | -1.0 | -2.2 | -0.1 | -17.4
COc1cc(C(=O)NNC(=O)COc2cccc(F)c2)cc(OC)c1OC | -2.4 | -13.0 | 0.0 | -4.3
COc1ccc(-c2cc(N3CCN(C(=O)Cc4c(F)cccc4Cl)CC3)ncn2)cc1 | 1.3 | 7.3 | 0.3 | -0.9
CC(C)N1C[C@@H](NCc2cc(F)ccc2F)C[C@H]1C(=O)NCCc1ccc2c(c1)OCO2 | -1.7 | -7.9 | 1.1 | -3.7
O=C(c1cc(-c2cccs2)on1)N1CCCc2ccccc21 | -1.0 | -7.6 | 0.2 | 0.4
NC(=O)C1CCN(c2ncnc3c(-c4ccc(Cl)cc4)nsc23)CC1 | -0.2 | 20.8 | 0.1 | -18.8
O=C(N/N=C/c1cccc2ccccc12)c1ccc(F)cc1 | 1.3 | 14.3 | 0.2 | -34.8
Cc1ccc2c(c1)NC(=O)c1cccnc1O2 | -0.5 | -12.8 | 0.3 | -8.2
Clc1cccc(Nc2nc3nonc3nc2N2CCCCC2)c1 | -0.4 | 5.5 | -0.1 | 42.5*
Cc1ccc(NC(=O)c2sc3ncn(CC(=O)N4CCOCC4)c(=O)c3c2C)cc1 | 1.4 | 9.1 | 0.1 | -12.4
COc1ccc(NC(=O)N(Cc2nnc3n2CCCCC3)c2ccc3c(c2)OCO3)cc1 | -0.8 | -1.2 | 0.0 | 7.4

Among those listed so far, these contain a Cl atom.
SMILES | GPR151 ag | MITF primary | FBW7 act | TEAD-YAP block
COC(=O)c1cccc(CN2C(=O)C(C)Sc3cc(Cl)c(OC)cc32)c1 (stereo not drawn) | 1.6 | 7.8 | -0.1 | 3.8
CN1CCN(C(=O)C(C)(C)Oc2ccc(Cl)cc2)CC1 | -0.1 | 6.4 | 0.0 | 4.9
C=CCOc1c(Cl)cc(/C=N/O)cc1OC | 4.7 | -6.5 | -0.1 | -3.7
O=C(NCc1ccc(Cl)cc1)c1cc(-c2cccs2)on1 | -1.1 | 9.2 | 0.2 | -3.6
O=C(N1CCOCC1)N1CCN(c2cccc(Cl)c2)CC1 | 0.8 | -7.3 | -0.2 | 8.0
CCOC(=O)N1CCN(C(c2ccccc2Cl)c2sc3nc(C)nn3c2O)CC1 (stereo not drawn) | 1.6 | 2.7 | -0.1 | 10.7
COC(=O)c1sccc1NC(=O)Nc1cccc(Cl)c1Cl | -2.0 | 4.2 | 0.1 | 9.7
CC1CN(S(=O)(=O)c2c(Cl)cccc2Cl)CC(C)O1 (stereo not drawn) | -0.1 | 2.8 | 0.0 | 3.0
CC(C)c1ccc(Nc2nc(Cl)nc(Nc3ccc([N+](=O)[O-])cc3)n2)cc1 | 0.5 | 2.8 | 0.0 | 10.6
COc1ccc(-c2cc(N3CCN(C(=O)Cc4c(F)cccc4Cl)CC3)ncn2)cc1 | 1.3 | 7.3 | 0.3 | -0.9
NC(=O)C1CCN(c2ncnc3c(-c4ccc(Cl)cc4)nsc23)CC1 | -0.2 | 20.8 | 0.1 | -18.8
Clc1cccc(Nc2nc3nonc3nc2N2CCCCC2)c1 | -0.4 | 5.5 | -0.1 | 42.5*

Bioassay records as filed in PubChem.
